14-3-3 PPI – 14-3-3 gamma protein interaction modulation; P61981; FP, 14-3-3gamma / TMR-pS259-Raf peptide binding; inhibition, % at 40 µM; hit rate 0.19% among 160,000; AID 422; in the data active means inhibition above about 30%;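 further: 0% = protein plus tracer without compound and 100% = blank with tracer alone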
Target sequence (P61981 whole entry, looked up): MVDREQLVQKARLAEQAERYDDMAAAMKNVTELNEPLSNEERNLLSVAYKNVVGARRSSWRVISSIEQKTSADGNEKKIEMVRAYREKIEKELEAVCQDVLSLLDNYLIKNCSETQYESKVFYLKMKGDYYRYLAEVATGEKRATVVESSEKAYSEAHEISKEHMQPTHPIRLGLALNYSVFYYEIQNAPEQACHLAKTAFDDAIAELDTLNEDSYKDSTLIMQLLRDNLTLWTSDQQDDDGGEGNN
The depositor's hits bear a star; & = joins results of further samples. The list is partial. The share of hits here may be higher or lower than overall.

| compound | 14-3-3 PPI |
| --- | --- |
| COCc1nnc(NC(=O)COc2ccc(Cl)cc2)s1 | -1.3 |
| O=C(c1ccco1)N(c1ccccn1)c1ccccn1 | 5.8 |
| NC1=NC(c2ccccc2)N(c2ccccc2)C(N)=N1 (stereo not drawn) | -6.8 |
| COC(=O)C1=C(C)NC2=C(C(=O)CCC2)C1c1ccsc1 (stereo not drawn) | -10.4 |
| COc1ccc(-c2cc(C(=O)NCCCN3CCCCCC3)c3cc(C(C)C)ccc3n2)cc1 | -15.9 |
| Cc1cc(NS(=O)(=O)c2ccc(NC(=O)C(C)Oc3ccc4c(C)cc(=O)oc4c3)cc2)no1 (stereo not drawn) | -8.4 |
| CCCn1c(=N)n(CC(O)c2ccc(Cl)cc2)c2ccccc21 (stereo not drawn) | -0.1 |
| O=C(NCCN1CCOCC1)c1cc(-c2ccc(Br)cc2)on1 | 0.2 |
| O=C(C1CCCC1)N1CCN=C1SCc1ccccc1F | -23.8 |
| CCOC(=O)C1=NNC2C(=O)N(c3c(C)cc(C)cc3C)C(=O)C12 (stereo not drawn) | -3.2 |
| O=C1c2cccc3c(N4CCOCC4)ccc(c23)C(=O)N1c1cc(Cl)ccc1O | -59.2 |
| O=S(=O)(Nc1cccc(-c2nc3cc(Cl)ccc3o2)c1)c1ccccc1 | -151.8 |
| COc1cccc(-c2nn(C)c3sc(C(=O)NCCCN4CCC(C)CC4)cc23)c1 | -20.7 |
| O=C(CN1CCN(Cc2ccccc2)CC1)N1CCCc2c1c(=O)oc1ccc(O)cc21 | 1.0 |
| CC1=C(C(=O)OC(C)C)C(c2cccs2)N2C(=O)C(C)SC2=N1 (stereo not drawn) | -6.1 |
| O=C1c2ccncc2C(=O)N1c1ccc(Br)cc1 | -7.1 |
| CCC(C)NC(=O)C1CCN(c2nc(C)cc(C)n2)CC1 (stereo not drawn) | -4.3 |
| Cc1cc(C)n2nc(SCC(=O)N(C)c3ccccc3)nc2n1 | 3.9 |
| COc1cccc(-c2nc(CSCC(=O)N3CCc4ccccc43)c(C)o2)c1 | -2.3 |
| Cc1ccc(-n2nc3c(c2NC(=O)c2ccco2)CS(=O)C3)cc1 (stereo not drawn) | -12.8 |
| COc1ccc2[nH]c3c(=O)n(CCCCC(=O)N4CCCC4)c(=S)[nH]c3c2c1 | -5.4 |
| COc1ccc(-c2nc(C(N)=O)c3[nH]c(=O)n(-c4cccc(Cl)c4)c3n2)cc1OC | -1.7 |
| CCCC(=O)Nc1cc(-c2nn(C)c(=O)c3ccccc23)ccc1N1CCOCC1 | -2.5 |
| Cc1ccc(C)c(N2CCN(C(=O)c3cnn4c(C)c(Cc5ccccc5Br)c(C)nc34)CC2)c1 | -1.4 |
| CCOC(=O)Cc1csc(NC(=O)c2ccc(C)o2)n1 | -12.9 |
| CC(C)c1ccc(CNc2ccc(N3CCOCC3)cc2)cc1 | -0.1 |
| CC(=O)C1=C(C)NC(=O)NC1c1ccc(OC2CCCC2)cc1 (stereo not drawn) | -29.1 |
| O=C(NC1CCN(Cc2ccccc2)CC1)C1CCN(S(=O)(=O)c2cccc3cccnc23)CC1 | 8.5 |
| CCSc1nnc(Cc2cc(=O)[nH]c(=O)[nH]2)n1-c1cccc(C)c1 | 3.0 |
| CCC1=NN(C(=O)c2ccc(Br)cc2)C(O)(C(F)(F)F)C1 (stereo not drawn) | 6.6 |
| O=C(NCCCNC(=O)c1ccccn1)c1ccccn1 | -0.8 |
| COc1ccc(C2C3=C(CC(C)(C)CC3=O)OC3=C2C(=O)CC(C)(C)C3)cc1COc1ccccc1F | -12.7 |
| COc1ccccc1NC1=CC(=NS(=O)(=O)c2c(C)cc(C)cc2C)c2ccccc2C1=O | -41.5 |
| CC(NS(C)(=O)=O)C(c1cccs1)N1CCN(c2ccccc2F)CC1 (stereo not drawn) | 0.9 |
| Cc1ccc(S(=O)c2ccc(C)cc2)cc1 | -9.4 |
| CCc1nc(SCC(N)=O)c(C#N)cc1C | 2.9 |
| O=S(=O)(Nc1cc(Cl)c(O)c2ccccc12)c1cccs1 | -39.0 |
| COc1ccccc1C(=O)N1CC(=O)Nc2ccc(C)cc2C1c1ccc(F)cc1 (stereo not drawn) | -7.8 |
| CC1(C)CC(=O)C2=C(C1)Nc1nc(SCc3ccc([N+](=O)[O-])cc3)[nH]c(=O)c1C2c1cccs1 (stereo not drawn) | -14.3 |
| CC1=C(C(=O)NCc2ccccn2)C2(CCC(C)CC2)OC1=O (stereo not drawn) | 1.5 |
| Cc1oc2cc3oc(=O)c(C)c(C)c3cc2c1C | 3.6 |
| COc1ccc(OC)c(NC(=O)C2CCN(S(C)(=O)=O)CC2)c1 | 4.9 |
| C=CCSc1nc2c(c(=O)[nH]c(=O)n2C)n1CCCC | -4.1 |
| Cc1cc(Cl)ccc1OCC(=O)Nc1nc(-c2ccc(Br)cc2)cs1 | -1.7 |
| COc1ccccc1N1CCN(C(c2cccs2)c2nnnn2C2CCCC2)CC1 (stereo not drawn) | -6.0 |
| CCc1ccc2nc(N3CCC(C(=O)NCCc4ccccc4)CC3)sc2c1 | 1.2 |
| Cc1ccc(NC(=O)CC(NCC(C)C)C(=O)O)cc1 (stereo not drawn) | -0.7 |
| CCN(CC)S(=O)(=O)c1cc(C(=O)Nc2ccc(Cl)cn2)ccc1OC | -6.7 |
| COc1ccc(-n2nc3ccc(NC(=O)COc4ccc(I)cc4)cc3n2)cc1 | -14.5 |
| COCCn1c(SCC(=O)Nc2cc(C)on2)nnc1-c1c[nH]c2ccccc12 | -0.8 |

The list goes on:
| compound | 14-3-3 PPI |
| --- | --- |
| Cc1cccc(CCn2c(=O)c3ccccc3n(CC(=O)NCc3ccco3)c2=O)c1 | -2.3 |
| COc1cc(C2NC(=O)NC(C)=C2C(=O)OC(C)(C)C)ccc1O (stereo not drawn) | -8.7 |
| O=C(COC(=O)c1cc(-c2ccccc2)nc2ccccc12)c1ccc([N+](=O)[O-])cc1 | -1.7 |
| O=C1C(Cl)=C(N2CCN(c3ccccc3)CC2)C(=O)N1c1ccc(Br)cc1 | -37.4 |
| CSc1nnc2c(n1)OC(c1ccc(Cl)c([N+](=O)[O-])c1)Nc1ccccc1-2 (stereo not drawn) | -35.8 |
| COC(=O)Cn1cnc2sc(C)c(S(=O)(=O)N3CCC(C)CC3)c2c1=O | -4.7&-0.8 |
| CC(=O)NC(=O)c1cc2ccccc2oc1=Nc1ccc(C)cc1 | 0.1 |
| CCOc1ccc(C2C(C(=O)OC3CCCCC3)=C(C)NC3=C2C(=O)CC(C)(C)C3)cc1 (stereo not drawn) | -1.0 |
| O=C1C(=O)N(CCCN2CCOCC2)C(c2ccco2)/C1=C(\O)c1ccc(F)cc1 (stereo not drawn) | -1.8 |
| Cc1cc(=O)oc2oc3c(O)c(O)ccc3c12 | 4.8 |
| COc1cc(NC(=O)c2ccccc2OC)c(OC)cc1Cl | -10.0 |
| CC(O)Cc1nsc(NC(=O)c2cccs2)n1 (stereo not drawn) | -3.0 |
| CCOC(=O)C1C(=O)C=C(c2ccc(C)cc2)CC1c1ccc(C)cc1 (stereo not drawn) | 1.6 |
| Cc1ccc(C)c(NC(=O)C(C)(C)C)c1 | -2.7 |
| COc1ccc(C2C=C(c3ccc(Br)cc3)Nc3ncnn32)cc1OC (stereo not drawn) | 2.6 |
| COc1ccc2nc(SCc3cnc(C)nc3N)[nH]c2c1 | 2.0 |
| O=C(NCCC1=CCCCC1)C1CCC(Cn2c(=S)[nH]c3ccsc3c2=O)CC1 (stereo not drawn) | 0.6 |
| CCOc1cc(C2Nc3ccccc3C(=O)N2Cc2ccccc2)ccc1O (stereo not drawn) | -0.4 |
| COc1ccc(C(=O)CN2CCN(S(=O)(=O)c3ccc(C(C)C)cc3)CC2)cc1OC | -4.2 |
| CCSCCOC(=O)C1=C(C)NC2=C(C(=O)CC(C)(C)C2)C1c1ccsc1 (stereo not drawn) | -0.9 |
| CCC(C)NC(=O)C1c2ccccc2C(=O)N1Cc1ccc(F)cc1 (stereo not drawn) | -5.0 |
| CCOC(=O)CN1CC23C=CC(O2)C(C(=O)NCc2ccccc2OC)C3C1=O (stereo not drawn) | 1.5 |
| Cc1cccn2c(Nc3ccc4c(c3)OCCO4)c(-c3ccc(O)cc3)nc12 | -0.5 |
| CCOc1ccc(-c2cc(CCCC(=O)N3CCN(c4ccc(OC)cc4)CC3)no2)cc1 | -4.8 |
| O=C(c1ccc(S(=O)(=O)N2CCC(c3nc4ccccc4[nH]3)CC2)cc1)N1CCOCC1 | 0.7 |

The list goes on:
canonical_smiles	14-3-3 PPI
COc1ccc(C(=O)N(Cc2nc(-c3ccc(C)cc3)no2)C2CCCCC2)cc1OC	-8.4
Cc1ccc(-n2c(C)nc3c(cnn3-c3ccccc3Cl)c2=O)cc1C	-176.4
COc1ccc(C2NC(=O)NC(C)=C2C(=O)OCCOC(C)C)cc1 (stereo not drawn)	-6.2
Cc1nc(=O)c(-c2ccccc2)c(C)n1-c1ccc(S(N)(=O)=O)cc1	-1.3&0.0
COc1ccc(CNC(=O)CCn2c(=O)c3sccc3n(Cc3cc(C)ccc3C)c2=O)cc1	5.1
N#Cc1cc(Oc2cccc3cccnc23)c(-n2nnc3ccccc32)cc1C#N	-3.5
Cc1ccc(C)n1-c1ccc(C(=O)O)cc1	-13.3
COc1ccc(CNC(=O)CCn2c(=O)c3sccc3n(Cc3cc(=O)n4ccccc4n3)c2=O)cc1	-6.6
O=[N+]([O-])c1cc(F)c(N2CCCCCC2)cc1N1CCOCC1	4.3
CSc1nc2c(ccc3ccccc32)o1	-9.1
CCN(CCCNC(=O)c1oc(=O)c2ccccc2c1-c1ccc(C)cc1)c1cccc(C)c1	-1.8
CN(C(=O)COC(=O)c1ccc2c(c1)OCO2)C1CCS(=O)(=O)C1 (stereo not drawn)	-0.7
CC(=O)C1=C(C)NC(SCSc2ccccc2)=C(C#N)C1c1cccnc1 (stereo not drawn)	-5.1
Cc1cc(=O)n2[nH]c(-c3ccc(F)cc3)nc2n1	-6.1
CCn1c(SCC(=O)N2CCCC2)nnc1-c1ccc(S(=O)(=O)N2CCCCCC2)cc1	6.7
Cc1cc(C)n(-c2ccc(Cl)c(C(=O)Nc3ccc(-c4nnc5n4CCCCC5)cc3)n2)n1	-0.7
O=C(NCCCCC(NC(=O)C1CCCCC1)C(=O)O)c1ccccc1 (stereo not drawn)	1.3
COc1ccc(C2CC(=O)C3=C(C2)NC(C)=C(C(=O)Nc2ccc(C)cc2)C3c2ccc(C)o2)cc1OC (stereo not drawn)	-26.9
O=C(CC(SCc1ccco1)c1ccc(O)cc1)c1cccs1 (stereo not drawn)	-0.3
CCOC(=O)c1ccccc1NC(=O)c1cncc(Br)c1	-5.9
Cc1ccc(C2C=C(c3ccc(Cl)cc3)Nc3nc(NS(C)(=O)=O)nn32)cc1 (stereo not drawn)	1.2
COc1ccc(N2CC(O)=C(c3nc4ccccc4s3)C2=N)c(OC)c1	-9.6
CCCCc1c(C)c(C#N)c2nc3ccccc3n2c1-n1ccnc1C	-4.5
CC(C)(C)c1ccc(OCC(=O)Nc2cccc3nsnc23)cc1	-129.9
Cc1ccc2cc3cc(C(=O)NCc4ccco4)oc3nc2c1	-13.2
CCN1CCCC1CNC(=O)c1cc2cc3ccc(C)cc3nc2o1 (stereo not drawn)	5.5
CCOc1ccccc1C1CC(c2ccc(F)cc2)Nc2nc(N)nn21 (stereo not drawn)	1.3
CCc1cc2c(=O)c(-c3csc(C)n3)coc2cc1O	-4.6
Cc1ccc(-c2cnc3n2CCCCC3)cc1	-4.0
Cc1nc2n(CCN3CCOCC3)c3ccccc3n2n1	-2.6
O=C(Oc1cccc(Br)c1)c1cncc(Br)c1	-3.3
Cn1c(=O)cc(SCC(=O)NCCCN2CCOCC2)c2ccccc21	1.8&-3.4

Arranged by value in 14-3-3 PPI (lowest first): some entries from above
Molecule | 14-3-3 PPI
Cc1ccc2cc3cc(C(=O)NCc4ccco4)oc3nc2c1 | -13.2
CCc1cc2c(=O)c(-c3csc(C)n3)coc2cc1O | -4.6
Cc1ccc(-c2cnc3n2CCCCC3)cc1 | -4.0
Cc1nc2n(CCN3CCOCC3)c3ccccc3n2n1 | -2.6
CCN1CCCC1CNC(=O)c1cc2cc3ccc(C)cc3nc2o1 (stereo not drawn) | 5.5

(listing goes on)
canonical_smiles	14-3-3 PPI
Cc1ccc(CN2C(=O)CSc3ccc(C(=O)NCCN4CCOCC4)cc32)cc1	-5.6
Cc1ccc(N(C(=O)C2CCCC2)C2C=CS(=O)(=O)C2)cc1 (stereo not drawn)	-10.4
COc1cc2c(cc1NC(=O)CN(C)Cc1nc3ccccc3c(=O)[nH]1)oc1ccccc12	-8.5
O=C(C1CCN(S(=O)(=O)c2cccc3nsnc23)CC1)N1CCC(N2CCCCC2)CC1	-14.4
CSCc1ccc2oc(C(=O)O)cc2c1	9.3
CC(NC(=O)C1CCCCC1)C(c1cccs1)N1CCN(C)CC1 (stereo not drawn)	-2.3
O=C(Nc1ccncc1)c1cccc(F)c1	-0.9&0.1
Cc1ccc2nc(-c3c[nH]c4ccccc34)c(Nc3ccc4c(c3)OCO4)n2c1	-15.0
CCCCOc1ccc(S(=O)(=O)NCc2csc(C)n2)cc1	-8.5
COc1ccc(N2C(=O)CSC2c2cccc([N+](=O)[O-])c2)cc1Cl (stereo not drawn)	14.8
O=C(COc1ccccc1)NS(=O)(=O)c1ccccc1	-6.9
COc1ccc(S(=O)(=O)N(CC(=O)Nc2cccc(C)c2)c2ccc(Cl)cc2)cc1	-8.8
CCOc1ccccc1CNC(=O)c1cc(=O)[nH]c2ccc(S(=O)(=O)N3CCCCCC3)cc12	-1.6
CCc1nc2ccccc2c(C(=O)OC2CCOC2=O)c1C (stereo not drawn)	-5.4
CCOC(=O)C1=C(N)Oc2ccc3ccccc3c2C1c1cccc([N+](=O)[O-])c1 (stereo not drawn)	-14.3
CC(=O)Nc1ccccc1C=Cc1ccc2c(C)cc(C)c(O)c2n1	-3.1
CCCCOC(=O)C1=C(C)NC2=C(C(=O)CCC2)C1c1ccc(OC)c(OC)c1 (stereo not drawn)	-0.7
Cc1ccc(C(=O)Nc2ccc(O)c(C(=O)O)c2)o1	-15.5
CCc1ccccc1OCC(=O)NC1CCCC1	-3.6

Given with each value named: part of the list above
mol: CCCCOc1ccc(S(=O)(=O)NCc2csc(C)n2)cc1
  14-3-3 PPI = -8.5

mol: CCc1ccccc1OCC(=O)NC1CCCC1
  14-3-3 PPI = -3.6

mol: CCc1nc2ccccc2c(C(=O)OC2CCOC2=O)c1C (stereo not drawn)
  14-3-3 PPI = -5.4

Compound activity as filed in PubChem.
